Autophagy mod = autophagy modulation, high-content screen. calls only at 10 µM (by protocol). AID 463193. actives 0.98% (n = 190,000). MEF GFP-LC3 puncta imaging; test concentration mostly 10 µM;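 active means percentage of spot-positive cells more than 3 SD above its plate mean, without a fluorescence outlier flag or 80% toxicity; inconclusive means no clear call, values can overlap the other calls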;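 further: spot-positive cell cutoff set from DMSO-treated cells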
bCat nuc transl = alters nuclear translocation of beta-catenin in HeLa cells; nuclear translocation activity, % at 5 µM; actives 0.3% (n = 190,000); immunofluorescence imaging;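 active means nuclear translocation activity above 50% at 5 µM, with a well cell count of 50 or more; inconclusive means wells under 50 cells across six images, flagged as toxic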;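 further: per-cell ratio of nuclear to cytoplasmic median beta-catenin stain intensity; plate controls were DMSO negative control for no effect and GSK-3 inhibitor IX positive control for full effect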
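Assay system: human HeLa cells, native beta-catenin; doses: 5 µM primary, 0.02–20 µM confirmation; incubation: compound treatment 24 h, 37°C, 5% CO2; technique: fluorescence imaging of beta-catenin antibody stain plus DAPI; measure: % activation, nuclear-to-cytoplasmic median beta-catenin signal ratio per cell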
Myeloid diff 2 = promotes myeloid progenitor differentiation. ER-HoxA9 myeloid progenitors, lysozyme-GFP differentiation, flow cytometry. calls only at 10 µM. actives 1% (n = 360,000);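 active means normalized GFP-positive differentiation at or above the plate's own cutoff, the solvent-only control mean plus 3 SD; inconclusive means no clear call, values can overlap the other calls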;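 further: cells exposed to compound for four days before flow analysis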
Lipid droplet = modulators of hepatic lipid droplet formation; AML12 mouse hepatocytes, oleate lipid droplets, BODIPY imaging; inhibition, % at 6.5 µM; actives 0.4% (n = 240,000);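 active means lipid droplet intensity inhibited by at least 50%, with more than 500 cells counted; inconclusive means wells with under 300 cells, treated as cytotoxic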
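Assay system: AML12 mouse liver cells | Compound: 6.5 µM single-point dosing | Schedule: Overnight exposure | Technique: Fluorescence imaging, 20x objective, two fields per well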
T cell modulator = modulates CD8 T cell binding to vesicles. actives 0.068% (n = 330,000). 2C CD8+ T cell-vesicle binding, flow cytometry; hits give low values. calls only at 7 µM. AID 2052;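 active means response, share of CD8 T cells binding vesicles, and their 90th percentile fluorescence all below set limits, cut at about 80% in these data, passing the limit was not always enough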
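Read-out – percent CD8+ FL2 mean versus row control · System – murine 2C transgenic CD8+ T lymphocytes · Times – 1.5 h cell–vesicle binding at 37 °C, then 20 min icy labelling · Control set – naked vesicles low, QL9 vesicles with vehicle high · Detection – cytometric PE anti-B7-1 and Alexa647 anti-CD8 signals after 1% paraformaldehyde fixation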
West Nile virus CPE = inhibition of WNV-induced cytopathic effect – cell-based, CPE readout (AID 1621) | West Nile virus-infected cells, CPE inhibition; higher % means a stronger effect | one-dose CPE inhibition, % at 10 µM; IC50 in µM for titrated hits | actives 0.02% (n = 290,000); in the data active means a potency from the dose series; inconclusive means CPE inhibition mostly from about 3.7% at the one dose, without a potency; inactive means the rest, 99 in 100 with CPE inhibition below about 2.2%; further: strong numbers were not always called active
MT stabilizer = microtubule stabilizers in HeLa cells | HeLa tubulin immunostaining HCS, 24 h; share of cells brighter than vehicle mean+2SD | % tubulin-high responders, % at 10 µM | actives 0.83% (n = 200,000);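 active means plate Z-score above 3 for both tubulin-high and condensed-nucleus cell shares, with cell loss under 80%, at 10 µM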;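 further: anti alpha tubulin signal scored within the nucleus-defined area of each cell; some results filed as inactive read as strong as hits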
WT yeast gro inh = growth inhibition of WT yeast, mitochondrial fusion screen; inhibition, % at 10 µM; mitochondrial fusion phenotypic screen, WT strain; actives 2.1% (n = 190,000); AID 1362; in the data active means inhibition above about 58%; tested in S. cerevisiae
Ins promoter up = MIN6 insulin promoter up-regulation; MIN6 insulin promoter-GFP reporter, high-content imaging; hits give high values; z-score at 5 µM; actives 0.3% (n = 190,000);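 active means z-score above 3 at 5 µM with at least 500 cells counted in the well; inconclusive means wells under 500 cells, flagged as cytotoxic or low count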
WT yeast gro inh mutant strain = recorded beside WT yeast gro inh, whose call it bears; inhibition, %; mitochondrial fusion phenotypic screen, mutant strain inhibition
Ins promoter up cell count = second read-out of Ins promoter up, no call of its own (marks repeat the call); cell count; measured here: cytotoxicity, nuclei count;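 total cells summed across four imaged fields per well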
Lipid droplet cells 6.5 µM = also measured in Lipid droplet; calls as there; cell count; measured here: cell count, cytotoxicity flag;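 cells counted across two imaged fields per well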
bCat nuc transl cell count 5 µM = also measured in bCat nuc transl; calls as there; cell count; measured here: cell count, cytotoxicity flag
T cell modulator vesicle-bound % = recorded beside T cell modulator, whose call it bears; double positive events, %; measured here: CD8+ vesicle-bound cell fraction;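 binding gate set so that unloaded-vesicle control wells show 10% double positive cells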
MT stabilizer Hoechst-high % = recorded beside MT stabilizer, whose call it bears; % Hoechst-high responders; measured here: nuclear condensation Hoechst responders;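 share of cells brighter than vehicle mean plus two SD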
MT stabilizer cytotoxicity % = recorded beside MT stabilizer, whose call it bears; toxicity, %; measured here: cytotoxicity by cell density;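 0% = mean cell density of plate MIN control wells and 100% = no cells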
Autophagy mod cell loss 18 h = also measured in Autophagy mod; calls as there; toxicity, %; measured here: cell loss, nuclei count;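 cell loss after 18 h compound exposure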
Myeloid diff 2 GFP+ MAC1+ % = further read-out of Myeloid diff 2, marked with its call; GFP+ MAC1+ double positive, %; measured here: differentiation confirmed by MAC1 staining
* marks the source's active call; other numbers are inactive results; i = inactive; ? = inconclusive; . = no result given.

Values run as follows: Autophagy mod | Autophagy mod cell loss 18 h | bCat nuc transl | bCat nuc transl cell count 5 µM | Myeloid diff 2 | Myeloid diff 2 GFP+ MAC1+ % | Lipid droplet | Lipid droplet cells 6.5 µM | T cell modulator | T cell modulator vesicle-bound % | West Nile virus CPE | MT stabilizer | MT stabilizer Hoechst-high % | MT stabilizer cytotoxicity % | WT yeast gro inh | WT yeast gro inh mutant strain | Ins promoter up | Ins promoter up cell count
COC(=O)c1ccc2c(c1)C(C)(C)C(/C=C/c1ccc(O)cc1)=[N+]2C
 : i | 88 | 41 | 496 | . | . | 119* | 480* | i | 54 | -1.6% | 41* | 43* | 69* | 33 | 33 | ? | .
Cc1ccccc1C(=O)NC[C@@H]1CCCN2CCCC[C@H]12
 : . | . | . | . | i | 0.4 | 9 | 845 | i | 58 | -0.3% | . | . | . | . | . | . | .
COc1ccc(Cl)cc1NC(=O)CC(C)c1ccccc1 (stereo unspecified)
 : i | -8 | 3.7 | 1027 | i | 0.6 | 5 | 773 | i | 55 | 0.2% | 1.5 | 1.3 | 7.6 | -10 | 16 | . | .
O=C(c1cc2cc([N+](=O)[O-])ccc2oc1=O)N1CCN(C2CCCCC2)CC1
 : i | 10 | -0.8 | 836 | i | 0.5 | 23 | 664 | i | 20 | 0.8% | 3.2 | 3.8 | 3.6 | -2 | 0 | 1.4 | 1552
CC(Sc1nnc(C(F)(F)F)n1C)C(=O)Nc1ccc(S(N)(=O)=O)cc1 (stereo unspecified)
 : . | . | 2.1 | 1039 | i | 0.1 | -16 | 697 | i | 20 | 0.8% | . | . | . | . | . | -0.75 | 1338
CC(C)Cn1c(N)c(C=O)c(=O)[nH]c1=O
 : i | -3 | -1.1 | 1108 | i | 0.0 | 14 | 713 | i | 4 | 1.0% | 6.8 | 2.3 | 8.7 | -15 | -1 | -0.4 | 1309
COC(=O)CCN(C(=O)c1ccc(N2CCCC2)c([N+](=O)[O-])c1)c1ccccn1
 : i | 12 | -2.1 | 946 | i | 0.5 | -4 | 673 | i | 22 | 0.0% | 5.3 | 1.5 | 5.5 | -3 | 10 | . | .
CN1CCN(CCNC(=O)c2cn(Cc3ccccc3F)nn2)CC1
 : i | 7 | 0.5 | 1071 | i | 0.0 | -3 | 731 | i | 46 | -0.4% | 2.3 | 1.3 | 0.7 | 13 | 1 | 0.02 | 1407
O=[N+]([O-])c1ccc(S(=O)(=O)CC(CN2CCOCC2)N2CCOCC2)cc1 (stereo unspecified)
 : i | 7 | 2.1 | 904 | i | 0.2 | 21 | 699 | i | 10 | -0.2% | 3.1 | 2.9 | 1.8 | -6 | -5 | -0.45 | 1403
CCNc1nc(C23CC4CC(CC(C4)C2)C3)cs1
 : i | -2 | . | . | i | 0.3 | -170 | 759 | i | 23 | -0.6% | 3.5 | 3.1 | 6.5 | 35 | 19 | -0.73 | 1218
Cc1cnc(C(=O)N2CCCC(N3CCN(c4cccc(C(F)(F)F)c4)CC3)C2)cn1 (stereo unspecified)
 : . | . | . | . | i | 0.6 | 23 | 820 | i | 29 | -0.4% | . | . | . | . | . | . | .
COc1ccc(OC)c(CNn2c(-c3ccccc3F)nc3ccccc3c2=O)c1
 : i | 12 | 0.5 | 1064 | i | 0.2 | -2 | 759 | i | 61 | 0.5% | 1.7 | 3.4 | 12 | 8 | -10 | -0.21 | 1236
CC(=O)Nc1ccc(CN2CCN(CC=C(C)C)C(CCO)C2)cc1 (stereo unspecified)
 : i | 3 | -1.2 | 1015 | i | 0.8 | -13 | 735 | i | 22 | 0.0% | 2.2 | 1.3 | 2.2 | -8 | 14 | 0.96 | 1471
COCCCN1C(=O)c2ccc(C(=O)N3CCN(c4ccc(OC)cc4)CC3)cc2C1=O
 : . | . | . | . | i | 6.0 | -4 | 699 | i | 12 | 0.0% | . | . | . | . | . | . | .
COc1ccc(NC(=O)c2ccccc2NC(=O)c2cccs2)cc1
 : . | . | . | . | i | 0.7 | 0 | 797 | i | 12 | -0.5% | . | . | . | . | . | . | .
CCn1c(SCC(=O)Nc2ccccc2)nnc1-c1cccs1
 : . | . | -0.6 | 1379 | i | 1.9 | -3 | 699 | i | 30 | 0.3% | . | . | . | . | . | 0.15 | 1097
COc1ccc(OC)c(NC(=S)NCc2ccc(S(N)(=O)=O)cc2)c1
 : i | 19 | -2.2 | 997 | i | 0.4 | -7 | 774 | i | 40 | 0.2% | 2.5 | 2.2 | 3.8 | 5 | 3 | . | .
COc1ccc(CC(=O)Nc2cccc(-c3ccc4nncn4n3)c2)cc1OC
 : i | 0 | 1.0 | 1081 | i | 0.8 | 10 | 700 | i | 18 | -0.5% | 3.1 | 2.7 | 7.4 | -6 | 6 | -0.69 | 1388
O=C(NCCCCc1ccccc1)c1cccc(Br)c1
 : . | . | . | . | i | 0.1 | -22 | 822 | i | 41 | -0.7% | . | . | . | . | . | . | .
O=C(NCCCO)NC12CC3CC(CC(C3)C1)C2
 : i | 0 | . | . | i | 1.0 | 0 | 837 | i | 34 | -0.3% | 0.7 | 0.5 | 12 | 2 | 2 | . | .
COc1ccc(N2CCN(CC(=O)Nc3ccc(C)cc3)CC2)cc1
 : . | . | . | . | i | 0.7 | -1 | 771 | i | 42 | -0.4% | . | . | . | . | . | . | .
COC(=O)C(CCSC)NC(=O)Cn1ncc2c(=O)oc3ccc(C)cc3c21 (stereo unspecified)
 : i | 6 | -3.7 | 1176 | ? | . | -14 | 637 | i | 39 | 0.2% | 4.1 | 2.1 | 2.9 | -3 | -11 | . | .
C[C@H]([C@@H](N)C(=O)N[C@@H](C(=O)O)[C@@H]1O[C@H](n2ccc(=O)[nH]c2=O)[C@@H](O)[C@H]1O)[C@@H](O)c1ccc(O)cn1
 : i | -33 | . | . | i | 1.0 | 3 | 709 | i | 47 | 0.5% | 3.8 | 2.2 | 6.3 | 11 | -19 | . | .
CC1CCN(C(=O)CSc2nc(N)c3c4c(sc3n2)CN(C)CC4)CC1
 : i | 1 | -1.7 | 1009 | i | 1.1 | . | . | . | . | 0.6% | 2.6 | 1.3 | 5.2 | 10 | 2 | -0.8 | 1108
Cc1ccc(C(=O)CSc2nc3ccccc3c(=O)n2N)o1
 : i | -7 | -6.1 | 1031 | i | 3.9 | . | . | i | 16 | -0.3% | 7.8 | 2.8 | 8.3 | -2 | 8 | 0.04 | 1023
CC(=O)/C(N=Nc1ccc(SC(F)F)cc1)=C(\C)O
 : i | 2 | -1.0 | 1067 | i | 0.0 | 18 | 702 | i | 22 | -0.2% | 5.9 | 1.3 | 10 | -1 | 14 | -0.85 | 1285
CC(C)(C)NC(=O)c1ccccc1NC(=O)C1CC(=O)N(C2CCCCC2)C1 (stereo unspecified)
 : . | . | . | . | i | 1.2 | 2 | 797 | i | 42 | -0.3% | . | . | . | . | . | . | .
O=C(c1cc([N+](=O)[O-])ccc1Cl)N1CCc2ccccc21
 : . | . | . | . | i | 0.6 | -10 | 841 | i | 36 | -0.8% | . | . | . | . | . | . | .
Cc1ccc2nc(N(CCCN(C)C)C(=O)c3ccc4c(c3)CCCC4)sc2c1
 : i | 7 | 0.7 | 1016 | i | 0.7 | 6 | 636 | i | 46 | 0.1% | 3.1 | 2.2 | 9.8 | 80 | 84 | -0.45 | 1248
c1ccc(SCc2nc(-c3ccncc3)no2)cc1
 : i | -4 | . | . | i | 0.7 | -3 | 733 | i | 37 | -0.8% | 3.5 | 2.3 | 5.2 | -20 | -19 | 0.24 | 1232

More results follow.
Values run as follows: Autophagy mod | Autophagy mod cell loss 18 h | bCat nuc transl | bCat nuc transl cell count 5 µM | Myeloid diff 2 | Myeloid diff 2 GFP+ MAC1+ % | Lipid droplet | Lipid droplet cells 6.5 µM | T cell modulator | T cell modulator vesicle-bound % | West Nile virus CPE | MT stabilizer | MT stabilizer Hoechst-high % | MT stabilizer cytotoxicity % | WT yeast gro inh | WT yeast gro inh mutant strain | Ins promoter up | Ins promoter up cell count
Cc1nn(C)c(C)c1S(=O)(=O)N1CCC(CO)(Cc2ccc(Cl)cc2)CC1
 : i | -4 | -2.0 | 1053 | i | 0.1 | 5 | 672 | i | 17 | -0.7% | 3.4 | 0.9 | 2.3 | 5 | -12 | -0.36 | 1436
COc1ccccc1C(CC(=O)c1ccccc1)CC(=O)c1ccccc1
 : i | 19 | -1.7 | 1153 | i | 0.4 | -12 | 703 | i | 46 | -1.6% | 2.1 | 2.7 | 9.4 | 31 | 11 | -0.88 | 1357
CCNC(=S)N(CCc1c(C)[nH]c2ccccc12)Cc1cc(OC)c(OC)c(OC)c1
 : i | 9 | -4.3 | 550 | i | 5.3 | -25 | 682 | i | 36 | . | 2.3 | 1.4 | 2.6 | -12 | -29 | -0.33 | 1178
CCCCNC(=O)c1ccc2c(c1)N(CC)C(=O)CS2
 : i | 2 | -1.9 | 815 | i | 5.9 | . | . | i | 26 | 0.0% | 3.6 | 1.3 | 5.1 | -19 | -1 | 0.12 | 1333
NC(=NCCc1c[nH]c2ccccc12)NC(=O)c1ccc(F)cc1
 : . | . | 0.4 | 1309 | i | 0.5 | 0 | 699 | i | 25 | -1.4% | . | . | . | . | . | -0.61 | 949

Only MT stabilizer and Myeloid diff 2, for some of the entries so far:
smiles | MT stabilizer | Myeloid diff 2
COc1ccccc1C(CC(=O)c1ccccc1)CC(=O)c1ccccc1 | 2.1 | i
CCNC(=S)N(CCc1c(C)[nH]c2ccccc12)Cc1cc(OC)c(OC)c(OC)c1 | 2.3 | i

From PubChem
